Bioassay records (PubChem)
AMA1-RON2 inh: AMA1-RON2 (P. falciparum) interaction inhibition | AlphaScreen AMA1-biotinylated RON2 peptide binding | Potency, µM (top dose mostly 58.2 µM), without a hit: top-dose activity change, negative = inhibition, usual class: inhibitors | hit rate 0.2% among 360,000 | AID 720542;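 further: potency means the concentration at half of the fitted maximal effect; 0% = vehicle wells and -100% = peptide control; nearly all actives have a fitted effect of over 45% in size; some results filed as inactive show a strong effect at the top dose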
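AMA1 (3D7) with his tag at 25 nM final met compounds first, then biotinylated RON2 peptide at 25 nM; detection used donor plus acceptor beads, 10 µg/mL apiece, read by AlphaScreen after 30 min at room temperature.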
TbPYK inhibitor: blocks Trypanosoma brucei pyruvate kinase | TbPYK enzyme, Kinase-Glo Plus ATP luminescence, 45 min | Potency, µM (top dose mostly 76.8 µM), for the others: top-dose activity, negative = inhibition, hits mostly inhibitors | hit rate 0.12% among 410,000 | AID 624173; further: potency means the concentration at half of the fitted maximal effect; nearly all actives have a fitted effect of over 50% in size
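Quantitative HTS: titrated library compounds versus trypanosomal pyruvate kinase in TEA buffer (pH 7.2) containing KCl, MgCl2, BSA and Tween-20. Reactions were initiated with ADP, 130 uM final. Kinase-Glo Plus luminescence was read after 45 min at RT.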
Sm TGR inh: inhibitors of Schistosoma mansoni thioredoxin glutathione reductase. Q962Y6. purified TGR, DTNB reduction, TNB absorbance 405 nm. Potency, µM (top dose mostly 114 µM), for the others: at the highest dose activity change, negative = inhibition, usual class: inhibitors. hit rate 3% among 360,000. AID 485364; further: potency means the concentration at half of the fitted maximal effect; nearly all actives have a fitted effect of over 60% in size
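TGR 20 nM + NADPH 100 uM (dispensed conc.), cpd preinc 15 min RT; start with NADPH (500 uM addition) then DTNB (15 mM addition). Kinetic TNB absorbance, 405 nm filter. Four-parameter Hill fit across titration.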
LmPK inhibitor: inhibitors of Leishmania mexicana pyruvate kinase; AID 1721; Potency, µM (doses to about 57.5 µM), for the others: at the highest dose activity change, negative = inhibition, actives largely listed as inhibitors; Q27686; purified LmPK, Kinase-Glo ATP luminescence, 1 h; hit rate 0.37% among 290,000; further: potency means the concentration at half of the fitted maximal effect
Target sequence (Q27686 whole entry, looked up): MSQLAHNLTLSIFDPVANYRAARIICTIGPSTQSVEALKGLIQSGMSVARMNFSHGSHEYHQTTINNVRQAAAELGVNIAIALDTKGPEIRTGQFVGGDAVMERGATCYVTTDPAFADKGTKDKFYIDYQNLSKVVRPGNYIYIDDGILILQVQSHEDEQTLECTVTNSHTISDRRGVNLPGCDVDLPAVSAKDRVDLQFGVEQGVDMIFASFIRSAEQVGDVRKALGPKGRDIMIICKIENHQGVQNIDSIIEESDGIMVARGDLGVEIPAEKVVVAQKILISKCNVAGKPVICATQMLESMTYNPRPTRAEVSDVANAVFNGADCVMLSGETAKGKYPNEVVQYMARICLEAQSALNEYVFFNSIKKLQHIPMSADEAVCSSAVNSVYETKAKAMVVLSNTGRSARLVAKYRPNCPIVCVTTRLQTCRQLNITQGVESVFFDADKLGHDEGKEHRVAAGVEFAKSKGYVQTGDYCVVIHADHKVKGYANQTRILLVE
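Kinase-Glo luminescence read after 1 h RT reaction of 0.1 nM LmPK with 0.5 mM PEP and 0.1 mM ADP. Activity scaled between uninhibited and enzyme-free controls.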
AmpC inh detg: blocks E. coli AmpC beta-lactamase in detergent assay; AmpC hydrolysis of nitrocefin, absorbance 480 nm, 0.01% Triton; Potency, µM (top dose mostly 114 µM), inactives show top-dose activity change, negative = inhibition, hits mostly inhibitors; AID 485294; hit rate 0.041% among 370,000;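 further: potency means the concentration at half of the fitted maximal effect; 0% = no-compound wells and -100% = no-enzyme wells; nearly all actives have a fitted effect of over 25% in size; some results filed as inactive show a strong effect at the top dose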
Target sequence (P00811 whole entry, looked up): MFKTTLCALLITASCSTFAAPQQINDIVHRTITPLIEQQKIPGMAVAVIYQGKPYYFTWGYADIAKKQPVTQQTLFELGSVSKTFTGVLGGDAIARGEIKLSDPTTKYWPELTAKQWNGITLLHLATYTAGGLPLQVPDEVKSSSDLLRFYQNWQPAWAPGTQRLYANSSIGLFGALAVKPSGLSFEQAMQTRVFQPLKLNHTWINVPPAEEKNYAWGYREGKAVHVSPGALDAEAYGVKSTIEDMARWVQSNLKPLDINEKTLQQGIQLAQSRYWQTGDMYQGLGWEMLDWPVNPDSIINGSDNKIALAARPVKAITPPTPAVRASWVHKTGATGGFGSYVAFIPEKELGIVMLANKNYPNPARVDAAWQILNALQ
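20 mM phosphate pH 7.0 + 0.01% (detergent screen) or 0.0001% Triton X-100; 5.3 nM AmpC reagent; cpd preinc 15 min RT; nitrocefin (800 uM stock) to start; A480 q20 s × 4 min; Activity was normalised to no-enzyme and no-compound control wells.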
AmpC no deterg: inhibitors of E. coli AmpC beta-lactamase without detergent; hit rate 0.52% among 330,000; Potency, µM (series often up to 57.1 µM), inactives show top-dose activity change, negative = inhibition, actives largely listed as inhibitors; AmpC nitrocefin hydrolysis, absorbance 480 nm, 0.0001% Triton; P00811;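 further: potency means the concentration at half of the fitted maximal effect; plate controls were no compound for no effect and no enzyme for full effect; nearly all actives have a fitted effect of over 20% in size; some results filed as inactive show a strong effect at the top dose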
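20 mM phosphate pH 7.0 + 0.01% (detergent screen) or 0.0001% Triton X-100; 5.3 nM AmpC reagent; cpd preinc 15 min RT; nitrocefin (800 uM stock) to start; A480 q20 s × 4 min; Activity was normalised to no-enzyme and no-compound control wells.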
HCMV inh: inhibitors of human cytomegalovirus | HFF cells, HCMV-luciferase reporter, 72 h; stronger effect = lower value | activity change, negative = inhibition, % at 57.5 µM | hit rate 4.5% among 410,000 | AID 1259415; in the data active means activity change below about -60%; inconclusive means no clear call, values can overlap the other calls; inactive means above about -39%
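Two compound doses tested in HFFs infected with HCMV-luciferase, MOI 1 PFU/cell, 72 h at 37C. Lysate luminescence read with OneGlo; data normalized against buffer-only and 10uM Salinomycin inhibitor controls.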
* hit, by the source's call; u = inconclusive; x = not tested or not shown; & = joins results of further samples; [ ] = dose if it differs, or a comment. Unless noted, the call rests on the fitted dose curve; in most records, active means well fitted curve in the direction sought with a large enough effect; inconclusive means small, poorly fitted or top-dose-only effect, or another doubt; inactive means no such curve, though single readings can be large; an effect the other way counts as inactive or inconclusive. Unless noted, on the % scale 0 is the no-effect control and ±100 the full control effect.

Order of results: LmPK inhibitor, HCMV inh, AMA1-RON2 inh, Sm TGR inh, AmpC no deterg, TbPYK inhibitor, AmpC inh detg
> CCN(CCNC(=O)C1CCN(c2nnc(-n3cccc3)s2)CC1)c1ccccc1
  -8%, 22, 7%, 1%, u, 1%, u
> NC(=S)NNc1ccc(Cl)c(Cl)c1
  0%, 1, 54%[activator], 2µM*, -16%, -13%, 4%
> CC(C)Sc1nnc(Nc2ccccc2)s1
  -5%, 32, -2%, 5%, -32%, -7%, u
> C/C(=N\NC(=O)CNC(=O)c1ccccc1F)c1ccco1
  -5%, 29, 1%, -4%, -3%, 3%, 1%
> CCOC(=O)C1(Cc2ccc(Cl)cc2)CCN(C(C)Cc2ccc(O)c(OC)c2)CC1 (stereo not given)
  -1%, -63*, -14%, -32%, 59%, 2%, u
> CCn1c(/C=C/Nc2ccccc2)[n+](CC)c2ccc(C(=O)OCC(F)(F)F)cc21
  2%, u, 12%, -8%, -5%, -2%, -12%
> O=C(Nc1ccc(N2CCCC2)cc1)c1cc(Br)ccc1Cl
  1%, 10, -14%, 2%, -25%, -22%, 4%
> Cc1ccc(CN/C=C/C(=O)c2ccc(Br)cc2)cc1
  -1%, x, 22%, 6%, -35%, -8%, u
> COc1cc(/C=N\NC(=O)c2ccc(Cl)cc2)ccc1Oc1ccc([N+](=O)[O-])cn1
  -3%, -14, -2%, -12%, -50%, -11%, -1%
> COCCCNc1nc2nonc2nc1N1C[C@H]2CC[C@H]1C2
  2%, -15, 8%, 1%, -8%, -6%, -5%
> CCCCCC(=O)Nc1ccc(C(=O)COC(=O)CN2C(=O)NC3(CCCC3)C2=O)cc1
  x, 32, 8%, -2%, 0%, 11%, -14%
> O=C(c1cnn(-c2ccc(Cl)cc2)c1)c1ccccc1O
  -8%, 94, u, 3%, -34%, -1%, 13%
> O=C(Cn1cnc([N+](=O)[O-])n1)NCc1ccccc1
  -3%, 47, 18%, 3%, -8%, -4%, -1%
> C=CCOc1ccc(/C=C\c2nc(O)c([N+](=O)[O-])c(=O)[nH]2)cc1OCC
  0%, 5, -11%, -21%, -20%, 2%, -2%
> CC(=O)N/C(=C\c1ccccc1)C(=O)NCC(=O)O
  -2%, -35, 8%, 7%, -12%, -8%, 1%
> CC(C)C(C(=O)O)N1CCS(=O)(=O)CC1 (stereo not given)
  -1%, 7, 0%, 2%, -18%, 1%, 1%
> Cc1ccc(NC(=O)NC(=O)CSc2n[nH]c(N)n2)c(C)c1
  -4%, -29, 5%, -12%, -36%, 8%, -8%
> CC1CC(C)CN(CCCNC(=O)c2ccc(CNS(=O)(=O)c3ccc(F)cc3)cc2)C1 (stereo not given)
  -6%, 22, 1%, 4%, 7%, -1%, 4%
> C=CC[C@]12CC=CC(=O)[C@@]1(O)O[C@H](c1ccc(OC)c(OC)c1)[C@H]2C
  x, -9, -1%, x, x, 1%, x
> CCOC(=O)c1cnc2c(OC)cccc2c1N1CC(C)CC(C)C1 (stereo not given)
  2%, u, 21%, 10%, 228%[activator], 1%, -3%
> CN1CCN(CCNC(=O)c2cnn(-c3ccc(F)cc3)c2C2CCN(C(=O)OC(C)(C)C)CC2)CC1
  x, -1, x, 7%, x, -7%, 15%
> COc1ccccc1CNC(=O)CCNC(=O)c1ccco1
  x, -7, -12%, 1%, -15%, 1%, u
> CCOc1ccc(OCCOC(=O)C2CCN(S(=O)(=O)c3ccc(C)c(C)c3)CC2)cc1
  x, -14, -16%, -14%, 2%, -1%, -17%
> CSCCC(c1nnnn1C(C)(C)C)N1CCC(n2c(=O)[nH]c3ccccc32)CC1 (stereo not given)
  x, -38, -4%, x, x, 6%, x
> O=c1[nH]c(C2CCN(S(=O)(=O)c3ccc(F)cc3)CC2)nc2c1nnn2Cc1ccc2c(c1)OCCO2
  11%, -24, 0%, -3%, 24%, -6%, -2%
> Cn1nnnc1-c1cc(Cl)cc(Cl)c1
  3%, -22, -1%, 1%, -15%, -17%, 2%
> COc1cc(C(=O)NC(=S)NC(C)C)cc(OC)c1OC
  0%, 15, -4%, u, -5%, -7%, u
> Cc1ccc(N=C2NC(=O)CS2)cc1C
  -8%, 58, -5%, 6%, -12%, 3%, -2%
> CCc1ccc([C@@H]2CC=C(C(=O)O)[C@H](c3ccc(F)cc3)N2S(=O)(=O)c2ccc(C)cc2)cc1
  x, 16, 6%, 0%, -24%, 3%, -5%
> Cc1ccc(C2C=C(c3ccc(Cl)cc3)Nc3nc(NC(=O)CCC(=O)O)nn32)cc1 (stereo not given)
  x, -20, x, 18µM*, x, -3%, 8%
> CCOC(=O)c1c(C)[nH]c(C(=O)Nc2ccc(NC(C)=O)cc2)c1C
  4%, -65*, -2%, -9%, -14%[11.4 µM], -3%, u
> C#CCOCCOCCOCCNc1nc(N2CCN(C(=O)Cn3cc(CCCCN)nn3)CC2)nc(N2CCN(C(=O)[C@H](C)n3cc(CCCN=C(N)N)nn3)CC2)n1
  -1%, x, x, -16%, 13%, x, u
> Cc1ccc2c(c1)N(CC(=O)NCCCN1CCCC1)C(=O)CO2
  1%, 12, -4%, 7%, 63%[activator], -2%, -3%
> COc1ccc(C2=NS(=O)(=O)N(C)C(C(=O)NC3CCCCC3)=C2)cc1OC
  6%, -18, -5%, -11%, 19%, 0%, u
> CCOc1ccc(C(=O)N(Cc2nc(-c3cccc(C)c3)no2)C(C)C)cc1
  x, -1, x, 3%, x, -10%, 14%
> CCC(=O)Nc1ccc2c(c1)ncn2-c1ccc(C)cc1
  -5%, 59, 0%, 0%, -9%, 0%, -1%
> CC1(C(=O)Nc2cnc3ccccc3c2)CCN1C(=O)C/C=C/c1ccccc1 (stereo not given)
  x, 15, -2%, x, x, 2%, x
> CC(=O)c1cn(CC(=O)NCc2ccc3c(c2)OCO3)c2ccccc12
  0%, 19, -7%, 1%, -53%, 3%, -9%
> Cc1ccc(C)c(OCC(=O)Nc2ccc(S(=O)(=O)N3CCN(C)CC3)cc2)c1
  2%, -12, -20%, -13%, 121%[activator], -7%, u
> O=C(Cc1cccs1)NCc1cccc(Cl)c1
  1%, 16, 5%, 1%, -16%, -4%, -3%

Part of the list above, showing only HCMV inh, TbPYK inhibitor and AmpC no deterg:
mol	HCMV inh	TbPYK inhibitor	AmpC no deterg
Cc1ccc(NC(=O)NC(=O)CSc2n[nH]c(N)n2)c(C)c1	-29	8%	-36%
O=C(Nc1ccc(N2CCCC2)cc1)c1cc(Br)ccc1Cl	10	-22%	-25%

(next part)
Order of results: LmPK inhibitor, HCMV inh, AMA1-RON2 inh, Sm TGR inh, AmpC no deterg, TbPYK inhibitor, AmpC inh detg
> c1ccc(Cc2ccc(OCCn3cncn3)cc2)cc1
  5%, 4, 18%, 17%, 23%, 0%, -1%
> CCOc1ccccc1C(=O)N1CCN(c2cccc(Cl)c2)CC1
  5%, -85*, -14%, -16%, 113%[activator], -1%, u
> COc1cc2c(cc1OC)-c1n[nH]c(=S)n1C(C)(C)C2
  18µM*, -5, 50%[activator], -3%, -13%, u, 4%
> Cc1ccc(-c2csc3ncnc(-n4nnc5ccccc54)c23)cc1
  0%, u, 9%, 0%, -13%, 1%, -1%
> Nc1nnnn1/N=C/c1cc([N+](=O)[O-])ccc1O
  -7%, -27, 35%[activator], 2%, -6%, 3%, 3%
> CC(=O)Nc1ccc2cc3ccc(NC(C)=O)cc3nc2c1
  3%, -98*, -9%, -9%, -14%, 4%, -5%
> CCOc1ccc(C(=O)N2CCN(CCc3ccccn3)CC2)cc1
  x, 7, x, -2%, x, 2%, 5%
> COc1cccc(-n2c(Cc3cc(=O)[nH]c(=O)[nH]3)nnc2SCC(=O)N2CCCCCC2)c1
  1%, -22, 27%, -5%, -1%, 0%, -8%
> CCc1nnc(NC(=O)C2(C)COC(c3ccccc3)OC2)s1 (stereo not given)
  -7%, 81, -8%, -4%, -8%, 4%, -5%
> O=C(CCC(=O)Nc1ccc(F)cc1)N/N=C/c1ccncc1
  12%[11.5 µM], -25, 125%[activator], 1%, -19%, -1%, -7%
> Cc1cccc(C)c1NC(=O)C(C)NCc1cccs1 (stereo not given)
  x, 7, -8%, x, x, 15%, x
> COc1ccc(-c2nc3c(s2)CCc2onc(-c4ccc(Br)cc4)c2-3)cc1
  x, 17, 8%, x, x, 2%, x
> Cc1ccc(OCC(=O)N(Cc2ccco2)C2CCS(=O)(=O)C2)cc1 (stereo not given)
  3%, -25&21, -1%, 3%&1%, -2%, 1%&-8%, 2%&-3%
> Fc1ccc(-c2nnc(CN3CCN(c4ccccn4)CC3)o2)cc1
  x, 4, x, 4%, x, -4%, 14%
> CCN(CC)CCN(C(=O)c1ccc(S(=O)(=O)N2CCCC2)cc1)c1nc2cc(C)cc(C)c2s1
  -7%, -21, 0%, 5%, 21%, -4%, 5%
> CCOC(=O)C1CCCN(C(=O)c2cc3c(Cl)nc4ccccc4c3s2)C1 (stereo not given)
  x, -77*, x, -3%, x, 5%, -9%
> Cc1ccc(NS(=O)(=O)c2cccc(C(=O)NCC3(N(C)C)CCCCC3)c2)cc1
  1%, -24, 3%, -1%, 8%, 2%, -1%
> CCCNC(=O)Cn1c(=O)/c(=C\c2ccc(-c3cccc([N+](=O)[O-])c3)o2)s/c1=C\C(=O)C(C)(C)C
  0%, u, -7%, -18%, -13%, 2%, -16%
> Cc1ccn2cc(CNS(=O)(=O)c3ccc(Cl)s3)nc2c1
  12%, 33, 38%[activator], -32%, -23%, 1%, u
> COCCNc1nc(NCCOc2ccccc2Cl)c2sccc2n1
  x, -39, -13%, x, x, -5%, x
> CC(=O)Nc1ccc(S(=O)(=O)N2CCN(Cc3cccnc3)CC2)cc1
  -5%, 24, -29%, -32%, 0%, -1%, u
> CCC(C)(c1ccc(C(=O)OC)s1)c1ccc(C(=O)OC)s1
  0%, -9, 24%, -15%, -15%, -11%, -8%
> COC(=O)Nc1ccc(S(=O)(=O)N(C)CC(F)(F)C(F)F)cc1
  2%, 26, 0%, 1%, -7%, 3%, -3%
> CC1CCCC(NC(=O)COC(=O)c2ccc(S(=O)(=O)N3CCOCC3)cc2)C1C (stereo not given)
  2%, 2, 2%, 6%, 54%[activator], -6%, -13%
> O=C(COC(=O)CCCOc1ccccc1)NNC(=O)c1ccc([N+](=O)[O-])cc1
  -2%, -31, 110%[activator], -21%, -39%, 2%, 3%
> CCC(C(=O)N1CCOCC1)n1c(C(=O)OC)cc2occc21 (stereo not given)
  -4%, 50, 4%, 3%, -2%, -5%, 3%
